High-throughput results: PubChem BioAssay, several laboratories
LRH-1 inv ag – suppresses constitutive activity of human LRH-1. AID 602396. O00482. inhibition, % at 3.6 µM. HEK293T StAR-luciferase reporter, LRH-1 transfected, 24 h. hit rate 0.13% among 360,000;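 active = inhibition above the mean inhibition of all tested compounds plus 3 SD, cut at about 73% in these data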;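 note: 0% = DMSO wells and 100% = reporter-only cells lacking LRH-1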
Target sequence (O00482 whole entry, looked up): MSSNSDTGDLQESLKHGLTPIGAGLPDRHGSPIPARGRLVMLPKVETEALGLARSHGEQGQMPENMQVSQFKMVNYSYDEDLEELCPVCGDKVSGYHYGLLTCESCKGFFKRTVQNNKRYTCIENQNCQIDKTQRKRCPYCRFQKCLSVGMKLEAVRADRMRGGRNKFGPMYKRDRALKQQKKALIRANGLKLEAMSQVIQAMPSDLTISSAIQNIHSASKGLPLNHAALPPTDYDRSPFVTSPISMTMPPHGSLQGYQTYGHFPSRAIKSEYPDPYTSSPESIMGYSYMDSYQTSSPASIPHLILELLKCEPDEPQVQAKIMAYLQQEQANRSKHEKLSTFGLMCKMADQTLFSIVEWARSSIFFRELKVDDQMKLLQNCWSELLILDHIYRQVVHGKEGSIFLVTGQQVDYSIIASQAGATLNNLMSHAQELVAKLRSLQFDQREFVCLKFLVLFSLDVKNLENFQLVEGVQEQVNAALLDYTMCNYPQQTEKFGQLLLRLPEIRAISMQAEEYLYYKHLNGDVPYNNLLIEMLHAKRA
MC4R antag cAMP – antagonists of human melanocortin 4 receptor (MC4R); MC4R-expressing cells, MTII-stimulated cAMP, LANCE TR-FRET; inhibition, % at 6.5 µM; hit rate 0.48% among 360,000;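 active = inhibition above its plate's cutoff, the mean of tested wells on that plate plus 3 SD, cut at about 29% in these data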;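 note: 0% = Melanotan II alone and 100% = Melanotan II plus saturating MCL0020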
Target sequence (P32245 whole entry, looked up): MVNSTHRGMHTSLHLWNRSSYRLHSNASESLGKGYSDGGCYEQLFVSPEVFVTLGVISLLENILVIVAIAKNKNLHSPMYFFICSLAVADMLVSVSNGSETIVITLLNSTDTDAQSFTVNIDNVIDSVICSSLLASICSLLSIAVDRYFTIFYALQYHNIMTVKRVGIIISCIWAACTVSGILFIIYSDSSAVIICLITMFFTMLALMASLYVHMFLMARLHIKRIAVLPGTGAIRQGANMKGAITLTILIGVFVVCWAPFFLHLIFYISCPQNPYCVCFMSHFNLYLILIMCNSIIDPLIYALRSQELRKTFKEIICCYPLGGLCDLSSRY
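material = U2OS cells stably expressing human melanocortin 4 receptor (MC4R) | also added = Melanotan II challenge | dosing = single nominal compound dose of 6.5 µM | detection = TR-FRET with Eu-cAMP and labeled anti-cAMP, 671 nm | replication = singlicate | timing = compound 30 min, challenge 1 h, detection 1 h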
MC4R barr agon – agonists of human melanocortin 4 receptor (MC4R) beta-arrestin; P32245; U2OS MC4R beta-arrestin complementation, luminescence; percent of melanotan II response, DMSO zero; activation, % at 8.9 µM; hit rate 0.98% among 360,000; AID 540308;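 active = activation above a per-plate cutoff, the mean activation of sample wells on that plate plus 3 SD, cut at about 8% in these data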
SRC2 inh – inhibits human steroid receptor coactivator 2. Q15596. hit rate 0.17% among 370,000. inhibition, % at 9 µM. HEK293 GAL4-SRC2 luciferase reporter, luminescence;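 active = inhibition above the mean inhibition of all tested compounds plus 3 SD, set per campaign, cut at about 52% in these data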;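 note: 0% = DMSO treated cells and 100% = cells given Gossypol at 36 µM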
NR2F2 inh – blocks human COUP-TFII nuclear receptor; inhibition, % at 8.6 µM; HEK293T NGFI-A luciferase reporter, luminescence; hit rate 0.7% among 370,000;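 active = inhibition above a per-plate cutoff, mean inhibition of test wells between control levels plus 3 SD, cut at about 38% in these data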;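 note: cells cotransfected with COUP-TFII expression vector driving the NGFI-A reporter; 0% = median of COUP-TF2 test wells and 100% = reporter-only cells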
TLR9-MyD88 block – blocks human TLR9 binding to MyD88. Q9NR96+Q99836. hit rate 0.21% among 340,000. inhibition, % at 4.98 µM. CHO BLA complementation TLR9-MyD88, CCF4 FRET ratio;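 active = inhibition above the mean over all tested compounds plus 3 SD, cut at about 21% in these data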;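 note: 0% = DMSO only wells and 100% = clavulanate BLA inhibitor control wells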
ABHD5 PLIN5 PPI – ABHD5-PLIN5 protein interaction inhibition; Q00G26+Q8WTS1; Split G. princeps luciferase complementation, luminescence, 4 h; inhibition, % at 4 µM; hit rate 0.78% among 360,000; AID 602281;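 active = inhibition above the mean inhibition across every tested compound plus 3 SD, cut at about 22% in these data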;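 note: 0% = DMSO only wells and the 100% control is not disclosed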
SRC3 inh – inhibits human SRC3 coactivator; inhibition, % at 3.6 µM; Q9Y6Q9; HEK293 GAL4-SRC3 luciferase reporter, luminescence; AID 588352; hit rate 0.17% among 360,000;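 active = inhibition above a per-campaign cutoff, the mean of all compounds plus 3 SD, cut at about 60% in these data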;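 note: 0% = DMSO-treated cells and 100% = gossypol-treated cells at 36 µM; higher means less SRC3-driven luciferase light from the GAL4 reporter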
EBV LMP1 NFkB – Epstein-Barr LMP1 NF-kappaB reporter inhibition; LMP1-induced NF-kappaB luciferase reporter cells, luminescence; inhibition, % at 12.5 µM; hit rate 0.69% among 350,000; in the data active = inhibition above about 41%;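 note: 0% = neutral control wells and 100% = reference inhibitor control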
NCOA1 inh – inhibitors of human steroid receptor coactivator 1 (SRC1). hit rate 0.12% among 360,000. HEK293 GAL4-SRC1 luciferase reporter, luminescence. AID 588354. inhibition, % at 3.6 µM. Q15788;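 active = inhibition above the campaign mean plus 3 SD, with each screening campaign given its own cutoff, cut at about 60% in these data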;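 note: 0% = DMSO treated cells and 100% = gossypol at 36 µM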
NOD2-RIPK2 inh – blocks binding of human NOD2 to RIPK2; AID 624267; inhibition, % at 4.98 µM; O43353; CHO BLA complementation NOD2-RIPK2, CCF4 ratio; hit rate 0.38% among 360,000; in the data active = inhibition above about 21%;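 note: 0% = vehicle only and 100% = reference blocker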
* marks the source's active call; other numbers are inactive results. Not all compounds are listed (hit frequency here may not be typical).

For Cc1ccc(-c2ccc(=O)n(CC(=O)NCC3COCCO3)n2)cc1 (stereo not given) the results were LRH-1 inv ag -13, MC4R antag cAMP 5, MC4R barr agon -0.2, SRC2 inh -23, NR2F2 inh 6, TLR9-MyD88 block -13, ABHD5 PLIN5 PPI -7, SRC3 inh -7, EBV LMP1 NFkB 0, NCOA1 inh 12 and NOD2-RIPK2 inh -5.
O=C(NNC(=O)C(c1ccccc1)c1ccccc1)c1cccs1 was read as LRH-1 inv ag 4, MC4R antag cAMP 6, MC4R barr agon -1.6, SRC2 inh -29, NR2F2 inh 1, TLR9-MyD88 block 7, ABHD5 PLIN5 PPI -1, SRC3 inh 19, EBV LMP1 NFkB -7, NCOA1 inh 6 and NOD2-RIPK2 inh 4.
For COc1cc(-c2c(NC(=O)c3ccco3)oc3ccccc3c2=O)cc(OC)c1OC the results were LRH-1 inv ag 7, MC4R antag cAMP 3, MC4R barr agon -1.3, SRC2 inh -33, NR2F2 inh -6, TLR9-MyD88 block 4, ABHD5 PLIN5 PPI 1, SRC3 inh -3, EBV LMP1 NFkB -2, NCOA1 inh 9 and NOD2-RIPK2 inh 7.
For Fc1ccc(Oc2nc(-c3ccccn3)nc3ccccc23)cc1 the results were LRH-1 inv ag -83, MC4R antag cAMP -5, MC4R barr agon 0.7, SRC2 inh -39, NR2F2 inh -21, ABHD5 PLIN5 PPI -1, SRC3 inh -16, NCOA1 inh -44 and NOD2-RIPK2 inh -16.
For COc1cccc(NC(=O)Nc2nnc(Cc3ccc(OC)c(OC)c3)s2)c1 the results were LRH-1 inv ag -1, MC4R antag cAMP -6, MC4R barr agon -0.6, SRC2 inh 5, NR2F2 inh -4, TLR9-MyD88 block 3, ABHD5 PLIN5 PPI -9, SRC3 inh 20, EBV LMP1 NFkB 7, NCOA1 inh 9 and NOD2-RIPK2 inh -9.
CCN1C(=NCCc2ccc(Br)cc2)N[C@@H](c2ccccc2)[C@H](C(=O)OC)[C@H]1C was read as LRH-1 inv ag 11, MC4R antag cAMP -4, MC4R barr agon -0.2, SRC2 inh -13, NR2F2 inh 5, TLR9-MyD88 block 5, ABHD5 PLIN5 PPI 6, SRC3 inh 0, EBV LMP1 NFkB -3, NCOA1 inh -21 and NOD2-RIPK2 inh 10.
Cc1ccc(OCC(O)Cn2c(N3CCCCC3)nc3c2c(=O)[nH]c(=O)n3C)cc1C (stereo not given) was read as LRH-1 inv ag 2, MC4R antag cAMP 1, MC4R barr agon 0.7, SRC2 inh -4, NR2F2 inh -20, TLR9-MyD88 block 6, ABHD5 PLIN5 PPI -2, SRC3 inh -8, EBV LMP1 NFkB -1, NCOA1 inh -18 and NOD2-RIPK2 inh 9.
Screening CC1CCN(S(=O)(=O)c2ccc3c(c2)N(CC(=O)NCCCN2CC(C)CC(C)C2)C(=O)CS3)CC1 (stereo not given) returned LRH-1 inv ag 3, MC4R antag cAMP -2, MC4R barr agon -2.0, SRC2 inh -4, NR2F2 inh -30, TLR9-MyD88 block 0, ABHD5 PLIN5 PPI 0, SRC3 inh -1, EBV LMP1 NFkB 0, NCOA1 inh -14 and NOD2-RIPK2 inh -9.
CCC(=O)Nc1ccc(Oc2ccc(NC(=O)CC)c(NC(=O)CC)c2)cc1 was read as LRH-1 inv ag -4, MC4R antag cAMP 1, MC4R barr agon -3.1, SRC2 inh -6, NR2F2 inh -6, TLR9-MyD88 block 3, ABHD5 PLIN5 PPI -8, SRC3 inh 5, EBV LMP1 NFkB 6, NCOA1 inh -9 and NOD2-RIPK2 inh -1.
Screening COC(=O)c1cc(S(=O)(=O)NCCc2ccccc2)c[nH]1 returned LRH-1 inv ag -7, MC4R antag cAMP 8, MC4R barr agon 0.2, SRC2 inh 2, NR2F2 inh 12, TLR9-MyD88 block -11, ABHD5 PLIN5 PPI -1, SRC3 inh 12, EBV LMP1 NFkB 1, NCOA1 inh -40 and NOD2-RIPK2 inh 0.
Screening CCOC(=O)C1CCN(C(=O)c2ccc(CNS(=O)(=O)c3ccc(C)cc3)cc2)CC1 returned LRH-1 inv ag 14, MC4R antag cAMP 5, MC4R barr agon -2.9, SRC2 inh -37, NR2F2 inh 6, TLR9-MyD88 block 5, ABHD5 PLIN5 PPI -1, SRC3 inh 16, EBV LMP1 NFkB -8, NCOA1 inh -2 and NOD2-RIPK2 inh 10.
For Clc1ccc(C=NN2CCCCCC2)cc1 the results were LRH-1 inv ag -22, MC4R antag cAMP -2, MC4R barr agon 2.8, SRC2 inh -34, NR2F2 inh -17, TLR9-MyD88 block 4, ABHD5 PLIN5 PPI -2, SRC3 inh -68, EBV LMP1 NFkB -27, NCOA1 inh -50 and NOD2-RIPK2 inh -5.
CC(C)CC1c2[nH]c3ccccc3c2CCN1CCCn1cccn1 (stereo not given) was read as LRH-1 inv ag 8, MC4R antag cAMP 6, MC4R barr agon -0.2, SRC2 inh -7, NR2F2 inh 7, ABHD5 PLIN5 PPI -4, SRC3 inh 4, EBV LMP1 NFkB -31, NCOA1 inh -24 and NOD2-RIPK2 inh -6.
`COc1ccc([C@H]2/C=C\CN(S(=O)(=O)c3ccc(C)cc3)[C@@H](C)C(=O)N2Cc2ccc(F)cc2)cc1` gave LRH-1 inv ag 1, MC4R antag cAMP 6, MC4R barr agon -2.8, SRC2 inh 17, NR2F2 inh 9, TLR9-MyD88 block 1, ABHD5 PLIN5 PPI 5, SRC3 inh 16, EBV LMP1 NFkB 0, NCOA1 inh 21 and NOD2-RIPK2 inh -3.
O=C(CCl)Oc1ccc2occ(C(=O)c3cccs3)c2c1 was read as LRH-1 inv ag -80, MC4R antag cAMP -1, MC4R barr agon -2.3, SRC2 inh -38, NR2F2 inh -36, TLR9-MyD88 block 1, ABHD5 PLIN5 PPI -1, SRC3 inh -50, EBV LMP1 NFkB -3, NCOA1 inh -95 and NOD2-RIPK2 inh -10.
For Cc1nn(C2CCS(=O)(=O)C2)c(C)c1C=O (stereo not given) the results were LRH-1 inv ag -7, MC4R antag cAMP 3, MC4R barr agon -1.2, SRC2 inh 0, NR2F2 inh 11, TLR9-MyD88 block -10, ABHD5 PLIN5 PPI -3, SRC3 inh 12, EBV LMP1 NFkB 2, NCOA1 inh -5 and NOD2-RIPK2 inh -1.
For CCc1ccc2c(CSc3nnnn3C)cc(=O)oc2c1 the results were LRH-1 inv ag 7, MC4R antag cAMP -4, MC4R barr agon 2.5, SRC2 inh -9, NR2F2 inh 11, TLR9-MyD88 block 3, ABHD5 PLIN5 PPI 1, SRC3 inh -2, EBV LMP1 NFkB -4, NCOA1 inh 10 and NOD2-RIPK2 inh 3.
`O=C(O)CSc1nnc(CNc2ccccc2Cl)n1-c1ccccc1` gave LRH-1 inv ag -1, MC4R antag cAMP -1, MC4R barr agon 0.6, SRC2 inh 0, NR2F2 inh -6, TLR9-MyD88 block 12, ABHD5 PLIN5 PPI 1, SRC3 inh 12, EBV LMP1 NFkB 7, NCOA1 inh -15 and NOD2-RIPK2 inh -4.
CC1=NN(C(N)=S)C(=O)C1N=Nc1cccc(C)c1 (stereo not given) was read as LRH-1 inv ag -26, MC4R antag cAMP 9, MC4R barr agon 0.4, SRC2 inh -25, NR2F2 inh 1, TLR9-MyD88 block -13, ABHD5 PLIN5 PPI -3, SRC3 inh -5, EBV LMP1 NFkB -10, NCOA1 inh -55 and NOD2-RIPK2 inh -7.
Screening O=C(NCc1ccco1)c1ccc(NS(=O)(=O)c2cccc(F)c2)cc1 returned LRH-1 inv ag 15, MC4R antag cAMP 1, MC4R barr agon 1.8, SRC2 inh -11, NR2F2 inh 7, TLR9-MyD88 block 1, ABHD5 PLIN5 PPI -2, SRC3 inh 11, EBV LMP1 NFkB -7, NCOA1 inh -1 and NOD2-RIPK2 inh 5.
`NC(=O)c1ccc(NC(=O)CCC(=O)N2CCN(S(=O)(=O)c3ccc(Cl)cc3)CC2)cc1` gave LRH-1 inv ag 0, MC4R antag cAMP 28, MC4R barr agon -1.1, SRC2 inh 3, NR2F2 inh 1, TLR9-MyD88 block -3, ABHD5 PLIN5 PPI 2, SRC3 inh 12, EBV LMP1 NFkB -1, NCOA1 inh -2 and NOD2-RIPK2 inh -10.
COc1c(S(=O)(=O)NCCCn2ccnc2)ccc(Cl)c1Cl was read as LRH-1 inv ag -10, MC4R antag cAMP 2, MC4R barr agon -2.6, SRC2 inh 12, NR2F2 inh -6, TLR9-MyD88 block -1, ABHD5 PLIN5 PPI 2, SRC3 inh -27, EBV LMP1 NFkB 7, NCOA1 inh 2 and NOD2-RIPK2 inh 7.
Screening N#CC1=C2SCN(Cc3ccco3)CN2C(=O)CC1c1c(F)cccc1Cl (stereo not given) returned LRH-1 inv ag 25, MC4R antag cAMP -6, MC4R barr agon -1.1, SRC2 inh 10, NR2F2 inh 1, TLR9-MyD88 block 0, ABHD5 PLIN5 PPI 7, SRC3 inh -3, EBV LMP1 NFkB -4, NCOA1 inh 9 and NOD2-RIPK2 inh -1.
For CCOC(=O)c1sc(=S)n(C)c1NC(=O)c1ccccc1C the results were LRH-1 inv ag 2, MC4R antag cAMP 9, MC4R barr agon -1.0, SRC2 inh 21, NR2F2 inh -12, TLR9-MyD88 block 6, ABHD5 PLIN5 PPI -5, SRC3 inh 23, EBV LMP1 NFkB -8, NCOA1 inh 5 and NOD2-RIPK2 inh -3.
Screening CCOc1ccc(S(=O)(=O)N(C)c2ccc(OCC(=O)Nc3ccccc3F)cc2)cc1 returned LRH-1 inv ag -9, MC4R antag cAMP 1, MC4R barr agon -1.7, SRC2 inh -2, NR2F2 inh 18, TLR9-MyD88 block -4, ABHD5 PLIN5 PPI -1, SRC3 inh 12, EBV LMP1 NFkB -22, NCOA1 inh -14 and NOD2-RIPK2 inh 3.
Screening CCn1nc(C)cc1C(=O)Sc1cccc(Br)c1 returned LRH-1 inv ag 0, MC4R antag cAMP 11, MC4R barr agon -1.0, SRC2 inh -29, NR2F2 inh -16, TLR9-MyD88 block 0, ABHD5 PLIN5 PPI -6, SRC3 inh 6, EBV LMP1 NFkB -1, NCOA1 inh -8 and NOD2-RIPK2 inh -11.
Screening COc1cc(/C=N\NC(=O)CNC(=O)C2COc3ccccc3O2)ccc1O (stereo not given) returned LRH-1 inv ag -8, MC4R antag cAMP -4, MC4R barr agon -0.9, SRC2 inh 12, NR2F2 inh -6, TLR9-MyD88 block 2, ABHD5 PLIN5 PPI 8, SRC3 inh -2, EBV LMP1 NFkB -22, NCOA1 inh -16 and NOD2-RIPK2 inh -8.
Screening COc1ccc(NC(=S)N2CCN(C)CC2)cc1 returned LRH-1 inv ag -8, MC4R antag cAMP -1, MC4R barr agon -0.8, SRC2 inh -7, NR2F2 inh -4, ABHD5 PLIN5 PPI -8, SRC3 inh 2, NCOA1 inh 4 and NOD2-RIPK2 inh -2.
